M5 antag: blocks acetylcholine activation of human M5 receptor; P08912; CHO-hM5 cells, Fluo-8 calcium fluorescence, ACh EC80; inhibition, % at 3 µM; 0.59% of 360,000 active; AID 624040;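 active means inhibition above a per-plate cutoff, the mean of that plate's test compounds plus 3 SD, cut at about 27% in these data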;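 further: 0% = acetylcholine EC80 with DMSO and 100% = DMSO without agonist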
M1 PAM parental: M1 PAM counterscreen hit in parental CHO-K1 cells | ATP EC20, Fluo-8 calcium fluorescence; 0% at ATP EC20, 100% at ATP max | activation, % at 3 µM | 0.02% of 360,000 active | AID 602247;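 active means activation above the run cutoff, the mean activation of all test compounds plus 3 SD, cut at about 40% in these data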;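 further: peak over basal fluorescence ratio in a 140 s read after ATP addition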
TAAR1 antag: antagonists of human TAAR1; CHO RD-HGA16 TAAR1, Fluo-8 calcium fluorescence, antagonist; inhibition, % at 3 µM; AID 624466; 1.5% of 360,000 active;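 active means inhibition above a per-plate cutoff, the mean inhibition of test compounds on that plate plus 3 SD, cut at about 49% in these data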;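 further: 0% = DMSO plus EC80 beta-PEA response and 100% = DMSO alone without agonist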
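System: RD-HGA16 CHO cells with stable hTAAR1 and Gα16 | Probe or stimulus: EC80 β-phenethylamine stimulus | Dosing: 3 µM, single point | Times: Dye loading 75 min at 37 °C, then 30 min room temperature | Measured by: Fluo-8 calcium-sensitive fluorescence | Read-out basis: % inhibition of agonist calcium response | Replicates: n of 1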
CRFBP-R2 agonist: CRF-BP/CRF-R2 complex agonism; activation, % at 13.2 µM; HEK293 CRF-R2/CRF-BP, calcium dye fluorescence (FLIPR); percent of saturating CRF peptide response; AID 588473; 0.46% of 350,000 active;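 active means activation of at least 50%, plus an integration ratio under a set limit after plate pattern correction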;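 further: plate controls were neutral control wells without compound for no effect and CRF at EC100 for full effect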
CHRM5 agonist: agonists of human muscarinic M5 receptor (CHRM5); CHO-K1 hM5 cells, Fluo-8 calcium fluorescence; 0% DMSO wells, 100% maximal acetylcholine response; activation, % at 3 µM; 0.19% of 360,000 active; AID 624037;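 active means activation above the run's mean over test compounds plus 3 SD, cut at about 23% in these data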;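 further: signal is peak over basal fluorescence ratio across the kinetic read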
CHRM4 PAM: CHRM4 positive allosteric modulation; P08173; CHO-K1 hM4/Gqi5, Fluo-8 calcium fluorescence, ACh EC20; 0% = ACh EC20, 100% = maximal ACh; activation, % at 3 µM; 0.4% of 360,000 active;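 active means activation above its plate's cutoff, the mean activation of sample wells plus 3 SD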; further: some results filed as inactive read as strong as hits
Target sequence (P08173 whole entry, looked up): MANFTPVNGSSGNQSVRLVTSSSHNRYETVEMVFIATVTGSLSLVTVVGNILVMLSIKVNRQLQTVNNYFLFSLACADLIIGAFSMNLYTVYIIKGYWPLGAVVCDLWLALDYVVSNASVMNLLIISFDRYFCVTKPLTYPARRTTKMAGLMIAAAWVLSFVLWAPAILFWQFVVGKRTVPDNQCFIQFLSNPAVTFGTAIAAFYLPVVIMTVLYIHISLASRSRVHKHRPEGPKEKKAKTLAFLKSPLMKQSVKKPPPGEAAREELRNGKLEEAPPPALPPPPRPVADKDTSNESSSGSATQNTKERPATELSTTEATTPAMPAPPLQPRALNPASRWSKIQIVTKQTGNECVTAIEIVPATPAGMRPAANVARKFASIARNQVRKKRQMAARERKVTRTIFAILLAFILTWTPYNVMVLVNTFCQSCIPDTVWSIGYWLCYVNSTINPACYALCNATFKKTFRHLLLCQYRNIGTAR
TAAR1 ag: human TAAR1 agonism; 0.99% of 360,000 active; activation, % at 3 µM; Q96RJ0; AID 624467; CHO RD-HGA16 TAAR1, Fluo-8 calcium fluorescence; vehicle wells 0%, saturating PEA agonist 100%;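 active means activation above the mean activation of all test compounds in the run plus 3 SD, cut at about 38% in these data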
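System: CHO-derived RD-HGA16 cells with stable Gα16 and human TAAR1. Times: 17-24 h plating, Fluo-8 75 min 37 °C, 30 min RT. Measured by: calcium-sensitive Fluo-8 signal, excitation 470-495, emission 515-575 nm. Read-out basis: % activation relative to PEA EC100 response. Control set: DMSO and PEA EC100. Repeats: no replicates (n 1).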
CRFBP-R2 block: blocks CRF-induced signaling of the CRF-BP/CRF-R2 complex | 0.59% of 350,000 active | AID 588475 | inhibition, % at 11.8 µM | HEK293 CRF-R2/CRF-BP, CRF-induced calcium fluorescence;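 active means inhibition of the ligand-induced calcium signal above about 50% at the single tested concentration, limit read from the data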
M5 PAM: positive allosteric modulators of human muscarinic M5 receptor | P08912 | CHO-K1 hM5, Fluo-8 calcium, ACh EC20 PAM; 0% = ACh EC20, 100% = ACh EC100 | activation, % at 3 µM | 0.3% of 360,000 active;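 active means activation above the run cutoff, the mean activation of all test compounds plus 3 SD, cut at about 18% in these data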
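Measured by: Fluo-8 calcium fluorescence; material: human M5 receptor in CHO-K1 cells; schedule: Post-acetylcholine fluorescence recording 140 s; benchmarks: low control EC20 acetylcholine (0%), high control EC100 acetylcholine (100%); read-out: Max/basal fluorescence ratio as % of EC20–EC100 ACh window; compound: single dose, 3 µM nominal final test concentration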
* marks the source's active call; other numbers are inactive results; x = not tested or not shown. Not a hit list; any-hit rate near 4.2%.

Abbreviations – A = M5 antag; B = M1 PAM parental; C = TAAR1 antag; D = CRFBP-R2 agonist; E = CHRM5 agonist; F = CHRM4 PAM; G = TAAR1 ag; H = CRFBP-R2 block; I = M5 PAM
1: O=C(Nc1nnc(-c2ccc(F)cc2)s1)c1c(F)cccc1Cl
  A: 2.2; B: 18.2; C: -8.4; D: 0.7; E: -0.5; F: 6.2; G: -0.4; H: -54.5; I: -0.7
2: C/C(Cn1nnc([N+](=O)[O-])n1)=N\NC(=O)c1cccc(Cl)c1
  A: 6.9; B: 4.7; C: 11.5; D: 0.4; E: -0.1; F: -9.4; G: 6.8; H: 4.2; I: -4.2
3: Cc1c(C)n(C(=O)CSc2nncn2C)c2ccccc12
  A: -3.1; B: 16.7; C: -0.5; D: -2.4; E: 0.7; F: -1.7; G: 9.3; H: -9.5; I: 2.7
4: COc1ccccc1C(C(=O)NC1CCCC1)N(C(=O)c1csnn1)C1CC1 (stereo not drawn)
  A: 0.2; B: 1.4; C: -3.4; D: -0.7; E: -0.6; F: 12.9; G: -3.0; H: 4.8; I: 0.2
5: CC1CCCCN1CCCNC(=O)CN1C(=O)CSc2ccc(S(=O)(=O)N3CCOCC3)cc21 (stereo not drawn)
  A: 13.3; B: 11.9; C: 4.9; D: -0.8; E: -7.0; F: -0.9; G: 6.2; H: 0.6; I: -4.4
6: O=C(NNC1=Nc2ccccc2SC1)c1ccccc1F
  A: 9.1; B: 7.2; C: -6.5; D: -0.5; E: 0.8; F: -26.3; G: -0.5; H: 10.1; I: -7.8
7: CCCCNC(=S)N(C)/N=C/c1c(F)c(F)c(F)c(F)c1F
  A: -2.1; B: 20.1; C: -8.2; D: 0.1; E: 0.1; F: 4.5; G: -1.5; H: 8.5; I: 5.2
8: COc1ccc(NC(=O)c2cc3c(Cl)nc4ccccc4c3s2)c(OC)c1
  A: 21.9; B: -1.0; C: -4.9; D: 4.2; E: -1.0; F: -1.7; G: 1.8; H: -2.7; I: -13.2
9: COc1cc2c(cc1NC(=O)C(C)OC(=O)/C=C/c1ccc(OC(F)F)cc1)oc1ccccc12 (stereo not drawn)
  A: -15.8; B: 5.4; C: 20.7; D: -0.7; E: -1.4; F: -3.5; G: -0.5; H: -8.7; I: 1.2
10: CN(Cc1cn[nH]c1-c1ccc2c(c1)OCO2)C1CCOCC1
  A: 3.8; B: 10.8; C: 3.6; D: -0.7; E: -3.0; F: 1.2; G: 1.1; H: 13.7; I: -3.1
11: COc1cc2c(cc1OC)C(c1c(Cl)cccc1Cl)=NCC2
  A: -4.7; B: -5.1; C: -29.3; D: x; E: -1.4; F: -1.4; G: -1.7; H: x; I: 4.3
12: CCOC(=O)Nc1ccc2c(COC(=O)c3ccccc3O)cc(=O)oc2c1
  A: 5.0; B: 6.1; C: 18.9; D: 0.1; E: 1.1; F: 4.5; G: 1.5; H: -4.6; I: 0.3
13: CN1CCN(/N=C/c2nc(-c3cccc([N+](=O)[O-])c3)n3ccccc23)CC1
  A: 5.6; B: -6.3; C: -13.5; D: 94.5*; E: -5.1; F: 3.2; G: 2.0; H: 5.4; I: -3.5
14: CCCOC(=O)c1ccc(NC(=O)CCC(=O)OCC)cc1
  A: 2.2; B: 6.9; C: -4.5; D: -3.5; E: -4.1; F: -5.4; G: 9.3; H: -7.4; I: 0.2
15: Cc1ccc(OCCC(=O)OCC(=O)NC2CCCCC2)cc1
  A: 5.1; B: 8.6; C: -17.1; D: -1.9; E: -0.9; F: -0.5; G: -1.7; H: -0.7; I: -0.1
16: COC(=O)Nc1ccc2c(c1)N(C(=O)CCN(C)C)c1ccccc1CC2
  A: -2.4; B: -12.3; C: -8.9; D: 3.5; E: -17.7; F: -9.9; G: 2.1; H: -6.0; I: -17.9
17: CCOC(=O)c1ccc2c(c1)nc(SCc1cn3ccsc3n1)n2CC
  A: 6.1; B: -8.5; C: -10.0; D: 0.0; E: -2.5; F: 5.9; G: -4.9; H: 16.4; I: -9.3
18: COc1cc2c(c(OC)c1OC)C(=O)CO2
  A: 4.3; B: 13.2; C: 10.9; D: 4.0; E: 0.8; F: 5.3; G: 0.3; H: -13.9; I: 5.5
19: CC(=O)c1cc(C#N)c(SCc2ccccn2)nc1C
  A: 4.6; B: 6.4; C: -13.1; D: -0.8; E: -5.5; F: -3.0; G: 0.5; H: 23.0; I: -7.6
20: O=C(Nc1ccncc1)Nc1cccc(C(F)(F)F)c1
  A: 25.0; B: -19.8; C: -0.8; D: -0.3; E: 11.0; F: -6.5; G: 14.8; H: 4.6; I: -11.8
21: Cc1cccc(Nc2nc(NCc3ccco3)c3ccccc3n2)c1
  A: 18.9; B: 4.4; C: 30.7; D: -0.2; E: -0.8; F: -8.9; G: 69.6*; H: -41.5; I: -9.0
22: CCOc1ccc(OCC(=O)Nc2nccs2)cc1
  A: -8.9; B: 20.2; C: x; D: 0.4; E: -5.1; F: -8.5; G: x; H: 3.9; I: -3.9
23: CCN(CC(=O)Nc1ccc2c(c1)OCCO2)C(=O)c1ccc([N+](=O)[O-])s1
  A: 2.9; B: 11.1; C: -11.7; D: -0.3; E: 2.6; F: 5.7; G: 14.0; H: -5.7; I: 2.7
24: Cc1cccc(N(CC(=O)NC(C)(C)C)C(=O)CNC(=O)c2cccs2)c1
  A: -4.6; B: 15.5; C: 4.0; D: 6.8; E: -4.1; F: 2.9; G: 0.7; H: -7.3; I: -2.4
25: O=C(CCc1nnc(COc2ccccc2)o1)NC1(c2ccccc2)CC1
  A: 5.6; B: -10.0; C: -8.4; D: -0.5; E: -3.4; F: -20.2; G: 1.0; H: 1.0; I: -7.3
26: COc1cccc(C(=O)N2CCCC(c3nc(-c4cccs4)no3)C2)c1 (stereo not drawn)
  A: 0.1; B: 5.6; C: 2.8; D: -3.0; E: -1.2; F: 10.8; G: 6.8; H: -35.5; I: -8.6
27: O=C(NCCc1ccc(Cl)cc1)C1CCC(=O)N(C2CCCCCC2)C1 (stereo not drawn)
  A: 17.9; B: 23.2; C: -3.3; D: -2.0; E: -2.6; F: 4.3; G: 1.2; H: -3.9; I: -5.5

Source: PubChem
